Mito fusion yeast – blocks mitochondrial division or promotes mitochondrial fusion | S. cerevisiae fusion-defective mutant growth rescue, CellTiterGlo 48 h | Potency, µM (titrated, usually from 46.1 µM), inactives show at the top dose growth rescue (activation), usual class: activators | 0.23% of 320,000 active | AID 485298;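 further: potency means the concentration at half of the fitted maximal effect; % of control where 0% means no effect; nearly all actives have a fitted effect of over 45% in size; temperature-sensitive fusion mutants such as fzo1-1 at 37 °C on non-fermentable ethanol glycerol medium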
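Compounds are tested for their ability to restore growth of mitochondrial fusion-defective yeast strains at non-permissive 37C in YPEG medium over 48 hours. Viability is quantified by luciferase luminescence.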
CXXC DNA block – blocks binding of human MLL CXXC domain to DNA. 0.037% of 290,000 active. AID 2662. MLL-CXXC / FITC-HOXA9 DNA fluorescence polarization. Q03164. Potency, µM (doses to about 115 µM), without a hit: top-dose activity change, negative = inhibition, most hits filed as inhibitors; active means well fitted inhibition curve with a large enough effect in the polarisation, with a control signal flat, not every such curve was filed as active; inconclusive means small, poorly fitted or top-dose-only effect, or effect the other way, or a change in a side signal; inactive means no such curve, though single readings can be large or run the other way; the % refers to the polarisation; further: potency means the concentration at half of the fitted maximal effect
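Purified MLL-CXXC (added from a 7 uM solution) was preincubated 5 min at ambient with pinned compounds in 50 mM Tris-HCl pH 7.5, 50 mM NaCl, 1 mM DTT, 0.05% BSA. Fluorescein-labeled HOX-A9 DNA (50 nM solution) followed, 30 min, then polarization read.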
TSHR antagonist – antagonists of human thyroid stimulating hormone receptor; TSHR-expressing cells, TSH-stimulated cAMP HTRF, 2 h; stronger effect = lower value; activity change, negative = inhibition, % at 11.5 µM; P16473; 0.2% of 330,000 active; AID 504810;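 active means activity change below a set negative limit, meaning inhibition stronger than a set level, cut at about -70% in these data; inconclusive means activity change between two set negative limits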; further: on the % scale 0 is the no-effect control and ±100 the full control effect
Target sequence (P16473 whole entry, looked up): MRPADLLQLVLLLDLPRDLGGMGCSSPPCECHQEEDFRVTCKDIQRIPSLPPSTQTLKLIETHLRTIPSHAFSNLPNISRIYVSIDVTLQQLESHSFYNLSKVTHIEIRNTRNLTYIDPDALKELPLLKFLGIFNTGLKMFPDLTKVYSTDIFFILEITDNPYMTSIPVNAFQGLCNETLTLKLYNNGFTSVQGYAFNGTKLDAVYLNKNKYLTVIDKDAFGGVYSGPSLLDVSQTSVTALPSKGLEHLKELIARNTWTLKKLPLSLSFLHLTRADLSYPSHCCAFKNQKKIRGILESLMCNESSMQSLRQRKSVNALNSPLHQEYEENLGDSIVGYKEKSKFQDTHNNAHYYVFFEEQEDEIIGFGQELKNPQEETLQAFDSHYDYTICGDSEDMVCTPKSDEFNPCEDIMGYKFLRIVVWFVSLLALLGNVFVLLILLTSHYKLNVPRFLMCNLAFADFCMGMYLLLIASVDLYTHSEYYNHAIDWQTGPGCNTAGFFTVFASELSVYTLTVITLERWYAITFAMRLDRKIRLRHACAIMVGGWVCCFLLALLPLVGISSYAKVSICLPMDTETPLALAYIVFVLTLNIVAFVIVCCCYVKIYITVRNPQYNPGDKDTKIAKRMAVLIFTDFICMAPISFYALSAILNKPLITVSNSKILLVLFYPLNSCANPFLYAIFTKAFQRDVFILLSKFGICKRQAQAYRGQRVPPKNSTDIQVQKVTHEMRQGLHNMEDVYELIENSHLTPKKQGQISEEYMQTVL
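Freshly harvested TSHR cells receive pin-tooled compound, then EC80 TSH at 4nM final. After 2 hours at 37 deg C, antibody in lysis buffer and cAMP-d2 are added; 30 minutes at ambient temperature precede the HTRF read.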
A-T KAP1 phos – potential ataxia-telangiectasia treatment; […] A-T fibroblasts, KAP-1 phosphorylation AlphaLISA; neocarzinostatin DNA damage 30 min before lysis; Potency, µM (titrated, usually from 57.5 µM), without a hit: top-dose activation, most hits filed as activators; 0.19% of 320,000 active; AID 485349; further: potency means the concentration at half of the fitted maximal effect; % of control where 0% means no effect; nearly all actives have a fitted effect of over 45% in size
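hTERT-immortalized A-T patient fibroblasts ([…]), 500 cells/well in OPTI-MEM, 1% FBS, got compounds for 60 min, then NCS for 30 min at 37C. Lysates were then assayed for phospho-KAP-1 by AlphaLISA (anti-pKAP1 donor, anti-KAP1 acceptor beads), 6 hr at 25C.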
TCR activator – activators of T cell receptors; primary human leukocytes, anti-CD3, IL-2 HTRF, 48 h; Potency, µM (series often up to 9.22 µM), inactives show at the highest dose activation of IL-2 secretion, actives largely listed as activators; 330,000 tested, under 10 active; further: % of control where 0% means no effect
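Using a-CD3 beads without co-stimulation, primary human leukocytes were exposed to compounds for 48 hr. An HTRF IL-2 kit measured the cytokine, with europium-to-d2 energy transfer producing emission at 665nm upon 320nm excitation.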
Menin-MLL TR inh – displaces Texas Red mutant MLL peptide from human menin; AID 1768; 0.23% of 270,000 active; O00255; Potency, µM (titrated, usually from 61.6 µM), for inactives: top-dose FP activity change, negative = inhibition, actives largely listed as inhibitors; Menin + Texas Red MLL mutant peptide, fluorescence polarization; active means well fitted inhibition curve with a large enough effect in the polarisation, with a control signal flat, not every such curve was filed as active; inconclusive means small, poorly fitted or top-dose-only effect, or effect the other way, or a change in a side signal; inactive means no such curve, though single readings can be large or run the other way; the % refers to the polarisation; further: potency means the concentration at half of the fitted maximal effect; % of control where 0% means no effect; many of its hits are not listed in these tables
MBNL1 CUG block – MBNL1-poly(CUG) RNA binding inhibition. Potency, µM (top dose mostly 57.5 µM), for inactives: at the highest dose activity change, negative = inhibition, actives largely listed as inhibitors. Q9NR56. 0.036% of 280,000 active. AID 2675. TR-FRET MBNL1-His/biotin-(CUG)12 binding, 665/545 ratio; active means well fitted inhibition curve with a large enough effect in the signal ratio, with a control signal flat, not every such curve was filed as active; inconclusive means small, poorly fitted or top-dose-only effect, or effect the other way, or a change in a side signal; inactive means no such curve, though single readings can be large or run the other way; the % refers to the signal ratio; further: potency means the concentration at half of the fitted maximal effect; on the % scale 0 is the no-effect control and ±100 the full control effect
Target sequence (Q9NR56 whole entry, looked up): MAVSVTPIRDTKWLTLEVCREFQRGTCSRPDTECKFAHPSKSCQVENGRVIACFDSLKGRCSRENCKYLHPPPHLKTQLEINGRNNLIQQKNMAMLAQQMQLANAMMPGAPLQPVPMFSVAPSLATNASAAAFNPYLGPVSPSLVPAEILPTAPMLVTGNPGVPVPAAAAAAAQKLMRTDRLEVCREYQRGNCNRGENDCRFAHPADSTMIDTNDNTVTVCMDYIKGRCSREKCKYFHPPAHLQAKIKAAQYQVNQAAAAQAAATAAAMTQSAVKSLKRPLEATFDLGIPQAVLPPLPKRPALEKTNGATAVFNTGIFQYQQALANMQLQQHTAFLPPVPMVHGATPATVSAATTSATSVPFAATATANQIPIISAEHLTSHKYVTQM
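Compounds (final 92 nM to 58 uM) are added to His-tagged MBNL1 and biotin-(CUG)12, then terbium anti-His antibody and streptavidin-XL665 (5 nM final). After 60 min at room temperature, the 665/545 nm ratio is read.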
ASM inhibitor – inhibitors of human secretory acid sphingomyelinase. placental ASM, HMU-PC fluorogenic substrate, 60 min. Potency, µM (titrated, usually from 57.5 µM), without a hit: at the highest dose activity change, negative = inhibition, usual class: inhibitors. 0.006% of 340,000 active. AID 504937; further: potency means the concentration at half of the fitted maximal effect
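Human placenta-derived ASM enzyme was preincubated with compound for 10 minutes at room temperature, then given fluorogenic substrate HMU-PC0 (9 uM final) for 60 minutes at 37 °C; a pH 10 stop preceded fluorescence reading at Ex 386/Em 447 nm.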
Integrin act MD – activates integrin-mediated alleviation for muscular dystrophy; alpha7betagal myoblasts, beta-gal FDG fluorescence, 48 h; Potency, µM (highest dose often 38.3 µM), for inactives: at the highest dose activation, actives largely listed as activators; 0.064% of 350,000 active;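 further: potency means the concentration at half of the fitted maximal effect; 100% = response of the positive control SU9516; nearly all actives have a fitted effect of over 60% in size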
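alpha7betagal+/- myoblasts (passage 13, 250/well) treated 48 h at 37C with compounds at 1:260 dilution of DMSO stock. Lysed, then beta-galactosidase activity read as FDG fluorescence (ex 480/em 540) after 30 min, with pre-read for autofluorescence.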
PTAP TSG101 blk – blocks PTAP/TSG101 interaction to inhibit HIV-1 budding; 340,000 tested, under 10 active; Fluorescence polarization, FITC-PTAP peptide / Tsg101 binding; AID 493005; Q99816; Potency, µM (top dose mostly 115 µM), for inactives: top-dose activity change, negative = inhibition, usual class: inhibitors; active means well fitted inhibition curve with a large enough effect in the main read-out, with a control signal flat, not every such curve was filed as active; inconclusive means small, poorly fitted or top-dose-only effect, or effect the other way, or a change in a side signal; inactive means no such curve, though single readings can be large or run the other way; further: potency means the concentration at half of the fitted maximal effect; % of control where 0% means no effect
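Fluorescence anisotropy tracks displacement of a FITC-tagged PTAP peptide (50 nM) from the Tsg101 binding domain (10 uM), following a 20 min room-temperature incubation at pH 7.5.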
An asterisk follows results filed as active; u = inconclusive; x = not tested or not shown; [ ] = another dose, or the depositor's remark. Unless noted, the call rests on the fitted dose curve; in most records, active means well fitted curve in the direction sought with a large enough effect; inconclusive means small, poorly fitted or top-dose-only effect, or another doubt; inactive means no such curve, though single readings can be large; an effect the other way counts as inactive or inconclusive. Not all compounds are listed; count on the stated rates, not on these rows.

No. | compound | Mito fusion yeast | CXXC DNA block | TSHR antagonist | A-T KAP1 phos | TCR activator
1 | O=C1CC(c2ccco2)CC(O)=C1C=Nc1cc(Cl)cc(Cl)c1 (centres undefined) | -4% | -1% | 4 | -2% | -9%
2 | COc1ccc(NC(=O)CCOc2ccccc2C)cc1S(=O)(=O)N1CCCCC1 | -2% | x | -9 | 0% | 5%
3 | O=C(Cn1cnc2ccccc21)NC(c1ccccc1)c1ccccc1 | -5% | 2% | 8 | -2% | x
4 | Cc1onc(-c2ccccc2Cl)c1C(=O)NCC1CCCO1 (centres undefined) | 5% | 15% | 5 | -6% | -4%
5 | Cc1cccc(C2=NOC(=O)/C2=C\c2ccccc2F)c1 | 2% | x | -26 | -1% | 2%
6 | C=CCOc1ccc(S(C)(=O)=O)cc1 | -6% | -9% | 7 | 2% | -11%
7 | Cc1cc(C)nc(NC(=O)c2ccc(COc3ccccc3Cl)cc2)c1 | 1% | 21% | -9 | 1% | 2%
8 | CCc1ccc(-c2cc(C)no2)cc1S(=O)(=O)NC(C)Cc1ccco1 (centres undefined) | 1% | 9% | -33 | 8% | -1%
9 | C=CCSc1nc2c(c(=O)[nH]c(=O)n2C)n1CC | -1% | -2% | 7 | -6% | -7%
10 | Cn1ccnc1SCc1cccc([N+](=O)[O-])c1 | -7% | 6% | 5 | -4% | 11%
11 | Cc1[nH]n(C)c(=O)c1C(=O)c1c(-c2ccccc2Cl)noc1C | -5% | -18% | 2 | 3% | 4%
12 | Cc1ccc(Sc2c(C#N)c(-c3ccccc3)nn2C)cc1 | -1% | 0% | 14 | 10% | x
13 | Cc1ccc(S(=O)(=O)N2CCN(C(=O)N3CCCC3)CC2)cc1 | 9% | 1% | 3 | 2% | -4%
14 | CS(=O)c1ccccc1COC(=O)Nc1ccc(Cl)cc1 (centres undefined) | -11% | 9% | -6 | 10% | 3%
15 | O=C(O)c1cc([N+](=O)[O-])ccc1NCc1ccccc1Cl | 1% | 2% | -18 | -1% | 8%

No. | Menin-MLL TR inh | MBNL1 CUG block | ASM inhibitor | Integrin act MD | PTAP TSG101 blk
1 | u | -1% | 1% | -9% | -2%
2 | x | x | -3% | 0% | -3%
3 | 19% | -5% | 1% | 13%[7.66 µM] | -4%
4 | -10% | -8% | 7% | 8% | -10%
5 | x | x | 7% | 16% | -6%
6 | 0% | 1% | 5% | -17% | -2%
7 | 40%[activator] | -4% | -2% | 0% | -1%
8 | -17% | -1% | -10% | u | -2%
9 | -17% | 1% | -2% | 10% | 1%
10 | 1% | u | 3% | 10% | 2%
11 | x | 1% | 0% | 5% | 1%
12 | 0% | -1% | -2% | 5% | -1%
13 | -25% | 3% | 3% | u | -6%
14 | 15% | u | -4% | 0% | -2%
15 | u | u | 56%[activator] | 14% | -7%

Next part; the last 4 above are carried over.
No. | compound | Mito fusion yeast | CXXC DNA block | TSHR antagonist | A-T KAP1 phos | TCR activator
12 | Cc1ccc(Sc2c(C#N)c(-c3ccccc3)nn2C)cc1 | -1% | 0% | 14 | 10% | x
13 | Cc1ccc(S(=O)(=O)N2CCN(C(=O)N3CCCC3)CC2)cc1 | 9% | 1% | 3 | 2% | -4%
14 | CS(=O)c1ccccc1COC(=O)Nc1ccc(Cl)cc1 (centres undefined) | -11% | 9% | -6 | 10% | 3%
15 | O=C(O)c1cc([N+](=O)[O-])ccc1NCc1ccccc1Cl | 1% | 2% | -18 | -1% | 8%
16 | CNc1nc(SCC(=O)OC)nc(N2CCOCC2)n1 | 5% | 2% | 24 | 4% | x
17 | CCOC(=O)c1oc2c(CN3CCN(C)CC3)c(O)ccc2c(=O)c1-c1ccccc1OC | -5% | 1% | 9 | -5% | -9%[46.1 µM]
18 | COc1ccc2nc(SCCOC(=O)Nc3ccc(Cl)cc3)nc(C)c2c1 | 30% | 13% | 6 | 14% | -7%[46.1 µM]
19 | O=C(COC(=O)c1ccc(CN2CCCC2=O)cc1)Nc1ccc(F)cc1 | 0% | x | -12 | 8% | 7%
20 | O=C(NNC(=O)c1cccc2ccccc12)c1ccc(Cl)cc1 | x | x | x | x | -1%
21 | COc1cc(-c2nc(N)n[nH]2)cc(OC)c1OC | 3% | 12% | -4 | -4% | 3%
22 | CC(C)CN(C(=O)CN1CCN(c2ccc(O)cc2)CC1)c1c(N)n(CC(C)C)c(=O)[nH]c1=O | -5% | 5% | -6 | -9% | -8%[46.1 µM]
23 | COc1ccc(-c2cc(=O)oc(-c3cccc(C)c3)n2)cc1 | -8% | -2% | 10 | -5% | -2%
24 | CCCCCN1CN(S(=O)(=O)c2cccs2)c2nc3ccccc3nc21 | 1% | 2% | -7 | 19% | 1%
25 | CCOC(=O)c1c(C)cc(C)n2c1nc1ccccc12 | 0% | 1% | 3 | 9% | 10%
26 | Cc1cc(C)n(-c2nc3nonc3nc2-n2nc(C)cc2C)n1 | -3% | 10% | 4 | -4% | 0%
27 | Cc1nc(NC(=O)c2cccc(Cl)c2)sc1C(=O)N1CCCCC1 | 12% | -1% | 0 | -2% | -10%
28 | O=C(NCc1ccc2c(c1)OCO2)C1CC(c2cccc(Br)c2)=NO1 (centres undefined) | 5% | 2% | -10 | 2% | -9%
29 | O=C(OC(C(=O)NCc1ccc(F)cc1)c1ccccc1)c1ccco1 (centres undefined) | -4% | -6% | 9 | -4% | 2%
30 | NC(=O)COc1ccc(Cc2ncc(C(F)(F)F)cc2Cl)cc1 | 17% | 5% | -11 | 6% | 1%

No. | Menin-MLL TR inh | MBNL1 CUG block | ASM inhibitor | Integrin act MD | PTAP TSG101 blk
12 | 0% | -1% | -2% | 5% | -1%
13 | -25% | 3% | 3% | u | -6%
14 | 15% | u | -4% | 0% | -2%
15 | u | u | 56%[activator] | 14% | -7%
16 | -21% | -14% | 6% | -15% | -2%
17 | -2% | 10% | -1% | 0% | -7%
18 | u | u | 172%[activator] | 10% | -3%
19 | x | x | 2% | 16% | -8%
20 | x | x | -3% | 45% | 1%
21 | 0% | -6% | 1% | -6% | -7%
22 | 2% | 13% | 18% | -8% | -1%
23 | x | -3% | 25% | 0% | 13%
24 | x | u | -4% | 1% | 0%
25 | 2% | u | 111%[activator] | u | -4%
26 | 0% | -8% | 28% | 6% | -5%
27 | u | 20% | -3% | 9% | -1%
28 | -4% | -2% | 0% | -19% | -2%
29 | x | -1% | 2% | -2% | -2%
30 | -6% | -3% | -2% | -7% | -3%

Whole records, quoted from the list.
`CCOC(=O)c1c(C)cc(C)n2c1nc1ccccc12` in the list: Mito fusion yeast: 0%; CXXC DNA block: 1%; TSHR antagonist: 3; A-T KAP1 phos: 9%; TCR activator: 10%; Menin-MLL TR inh: 2%; MBNL1 CUG block: u; ASM inhibitor: 111%[activator]; Integrin act MD: u; PTAP TSG101 blk: -4%
`COc1cc(-c2nc(N)n[nH]2)cc(OC)c1OC` in the list: Mito fusion yeast: 3%; CXXC DNA block: 12%; TSHR antagonist: -4; A-T KAP1 phos: -4%; TCR activator: 3%; Menin-MLL TR inh: 0%; MBNL1 CUG block: -6%; ASM inhibitor: 1%; Integrin act MD: -6%; PTAP TSG101 blk: -7%

The listing continues.
No. | compound | Mito fusion yeast | CXXC DNA block | TSHR antagonist | A-T KAP1 phos | TCR activator
31 | Cc1ccc(C(=O)Nc2cccc(NC(=O)c3ccc(C)o3)n2)o1 | -3% | 0% | 7 | 0% | -4%
32 | COc1cccc(/C=N/NC(=O)c2nnn(-c3nonc3N)c2CN(C)c2ccccc2)c1 | -38%[inhibitor] | 7% | -4 | 3% | 4%
33 | CCOC(=O)C1C(c2ccc(O)c(OC)c2)NC(=O)NC1(O)C(F)(F)F (centres undefined) | 1% | -1% | 14 | -2% | 3%
34 | CCN1CCN(C(=O)NC2CCCCC2)CC1 | 1% | -9% | -4 | 8% | -2%
35 | O=C(CCN1CCOCC1)c1ccc(N2CCCCC2)cc1 | -10% | x | -26 | 2% | 9%
36 | CCc1ccc(C(=O)NNC(=O)[C@H](C)NC(=O)c2ccco2)cc1 | x | x | 10 | 7% | 3%

No. | Menin-MLL TR inh | MBNL1 CUG block | ASM inhibitor | Integrin act MD | PTAP TSG101 blk
31 | 1% | -4% | 1% | -21% | -4%
32 | 57%[activator] | 2% | -24% | 5% | -4%
33 | 6% | -2% | 1% | -4% | -6%
34 | -7% | 1% | -3% | 2% | -1%
35 | x | x | 8% | -12% | -7%
36 | x | x | 3% | 3% | 0%
